Screens as filed in PubChem.
Anthrax LF prot: inhibitors of Bacillus anthracis lethal factor protease; AID 588501; actives 0.12% (n = 360,000); inhibition, % at 10 µM; multiplex microsphere protease cleavage assay, LF; P15917; also: plate controls were buffer without enzyme for full effect and enzyme alone for no effect
Target sequence (P15917 whole entry, looked up): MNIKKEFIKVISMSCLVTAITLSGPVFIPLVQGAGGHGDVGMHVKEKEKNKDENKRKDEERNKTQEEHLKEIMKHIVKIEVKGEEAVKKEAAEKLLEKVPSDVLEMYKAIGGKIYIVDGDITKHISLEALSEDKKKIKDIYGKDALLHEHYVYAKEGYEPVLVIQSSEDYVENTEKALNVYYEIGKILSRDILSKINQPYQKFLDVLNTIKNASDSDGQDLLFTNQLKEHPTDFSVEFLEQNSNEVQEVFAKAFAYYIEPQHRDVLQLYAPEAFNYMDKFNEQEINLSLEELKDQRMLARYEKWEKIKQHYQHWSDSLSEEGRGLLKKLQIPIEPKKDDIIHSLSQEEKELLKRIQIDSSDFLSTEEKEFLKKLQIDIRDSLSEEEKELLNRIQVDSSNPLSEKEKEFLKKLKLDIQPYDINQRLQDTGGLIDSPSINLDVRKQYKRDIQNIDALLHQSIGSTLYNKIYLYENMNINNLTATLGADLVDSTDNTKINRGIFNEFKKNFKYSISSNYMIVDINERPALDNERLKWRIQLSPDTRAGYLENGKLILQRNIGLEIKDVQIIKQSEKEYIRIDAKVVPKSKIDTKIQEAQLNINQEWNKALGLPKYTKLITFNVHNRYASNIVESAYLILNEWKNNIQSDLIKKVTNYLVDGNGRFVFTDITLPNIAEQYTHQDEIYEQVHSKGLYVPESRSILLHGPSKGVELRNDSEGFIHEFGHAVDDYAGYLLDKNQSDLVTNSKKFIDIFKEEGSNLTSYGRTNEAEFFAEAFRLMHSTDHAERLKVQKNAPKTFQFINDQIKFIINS
PrPC surface inh: reduces human prion protein on the cell surface. AID 720596. inhibition, % at 13.8 µM. P04156. actives 0.43% (n = 370,000). cell surface PrPC, TR-FRET read-out; in the data active = inhibition above about 24%; also: 0% = median of the test wells and 100% = reference compound wells
CCHFV vOTU inh: CCHFV vOTU protease inhibition. Pep-AMC fluorescence. inhibition, % at 11.5 µM. actives 0.55% (n = 370,000). AID 651958; in the data active = inhibition above about 30%; also: 0% = vehicle wells with enzyme and 100% = no enzyme wells
MazF activator: MazEF (E. coli) toxin RNase activation | P0AE70 | FAM/BHQ RNA-DNA oligo cleavage fluorescence, 5 h | activation, % at 20 µM | actives 0.32% (n = 350,000) | AID 504720; in the data active = activation above about 50%
BoNT F protease: inhibitors of Botulinum neurotoxin F light chain protease; inhibition, % at 10 µM; actives 0.22% (n = 360,000); Multiplex microsphere protease cleavage assay, flow cytometry; AID 588497; in the data active = inhibition above about 35%, passing the limit was not always enough; inconclusive = no clear call, values can overlap the other calls; also: plate controls were buffer without enzyme for full effect and enzyme alone for no effect
DUSP3 inh: blocks human VHR1 dual specificity phosphatase; recombinant VHR phosphatase, pNPP absorbance; P51452; actives 0.52% (n = 290,000); inhibition, % at 13.3 µM; AID 1654; in the data active = inhibition above about 50%; also: some compounds called inactive have numbers as strong as hits
Target sequence (P51452 whole entry, looked up): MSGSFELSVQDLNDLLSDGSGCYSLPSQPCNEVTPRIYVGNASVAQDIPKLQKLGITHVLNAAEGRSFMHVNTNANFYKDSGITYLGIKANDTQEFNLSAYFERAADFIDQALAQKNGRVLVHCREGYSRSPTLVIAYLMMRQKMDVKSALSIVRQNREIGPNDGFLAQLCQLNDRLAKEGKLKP
PriA SSB inh: blocks PriA binding to SSB C-terminal tail | AlphaScreen SSBct-PriA binding, biotinylated peptide | inhibition, % at 33 µM | actives 0.6% (n = 430,000) | AID 1272365; in the data active = inhibition mostly above about 37%, no sharp cut-off; inactive = mostly below about 20%;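 also: plate controls were negative control peptide for no effect and reference peptide for full effect; strong numbers were not always called active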
BoNT A protease: blocks Botulinum neurotoxin A light chain protease. multiplex microsphere protease substrate cleavage, flow cytometry. inhibition, % at 10 µM. actives 0.17% (n = 360,000); also: plate controls were buffer without enzyme for full effect and enzyme alone for no effect
SARS 3CLpro inh: SARS-CoV 3CLpro protease inhibition; P0C6X7; actives 0.14% (n = 290,000); AID 1706; recombinant SARS-CoV 3CLpro, quenched FRET peptide cleavage; inhibition, % at 6 µM; in the data active = inhibition above about 12%
Rv3671c protease: inhibitors of M. tuberculosis serine protease Rv3671c; actives 0.048% (n = 320,000); P9WHR9; inhibition, % at 5.96 µM; in the data active = inhibition above about 38%;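 also: extracellular domain of Rv3671c used as enzyme; 0% = enzyme with DMSO and 100% = no enzyme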
An asterisk follows results filed as active; ? = inconclusive; nt = no result given. Rule as the data show it, unless noted: active = inhibition above about 30%; inconclusive = no clear call, values can overlap the other calls; inactive = below that.

Start of the listing, in advance (three entries):
Order of results – Anthrax LF prot	PrPC surface inh	CCHFV vOTU inh	MazF activator	BoNT F protease	DUSP3 inh	PriA SSB inh	BoNT A protease	SARS 3CLpro inh	Rv3671c protease
#1 CCOC(=O)c1cc(-c2ccccc2)sc1NC(=O)CC
→ 0	-4	0	-3	-6	-23	-22	0.1	-2	-7
#2 O=C(CSc1ccc2nnc(-c3ccccn3)n2n1)N1CCN(c2ccccc2)CC1
→ 6	0	3	4	-7	13	23	0.0	-2	3
#3 Cc1ccc(S(=O)(=O)Oc2ccc(/C=C(/NC(=O)c3ccccc3)C(=O)NCCCC(=O)O)cc2)cc1
→ 4	-3	4	0	1	-1	1	0.1	6	1

Main list, repeating the preview:
Order of results – Anthrax LF prot	PrPC surface inh	CCHFV vOTU inh	MazF activator	BoNT F protease	DUSP3 inh	PriA SSB inh	BoNT A protease	SARS 3CLpro inh	Rv3671c protease
#1 CCOC(=O)c1cc(-c2ccccc2)sc1NC(=O)CC
→ 0	-4	0	-3	-6	-23	-22	0.1	-2	-7
#2 O=C(CSc1ccc2nnc(-c3ccccn3)n2n1)N1CCN(c2ccccc2)CC1
→ 6	0	3	4	-7	13	23	0.0	-2	3
#3 Cc1ccc(S(=O)(=O)Oc2ccc(/C=C(/NC(=O)c3ccccc3)C(=O)NCCCC(=O)O)cc2)cc1
→ 4	-3	4	0	1	-1	1	0.1	6	1
#4 Cc1ccc(N2C(=O)C3C(C2=O)N2C(c4cccs4)C4C(=O)N(c5ccc(C)cc5)C(=O)C4N2C3c2cccs2)cc1 (configuration not stated)
→ 2	-2	20	-15	-2	-3	3	0.2	2	-24
#5 Cc1ccc(C(=O)N2CCCC(Nc3ccc(C)c(C)c3)C2)c(=O)[nH]1 (configuration not stated)
→ -5	3	-3	-1	2	30	-15	-2.4	-4	-1
#6 COc1ccc(OC)c(NC(=O)Cn2cc(C=O)c3ccccc32)c1
→ -5	-3	8	3	-2	22	-11	0.2	2	-1
#7 COc1cc2cc(C(c3nnnn3C(C)(C)C)N3CCc4ccccc4C3)c(=O)[nH]c2cc1OC (configuration not stated)
→ -1	-19	4	1	-1	12	-5	1.6	3	-4
#8 COc1ccc(C(=O)N/N=C/c2cc(Br)ccc2O)cc1OC
→ nt	3	20	-2	nt	2	nt	nt	2	11
#9 Cn1cnc([N+](=O)[O-])c1Sc1ncn[nH]1
→ 19	10	8	1	31	4	-6	2.1	0	0
#10 O=C(CCN1CCCCO1)N1CCCC(Nc2cccc(F)c2)C1 (configuration not stated)
→ 0	3	8	5	2	20	-8	2.7	1	1
#11 Cc1ccc(/C(N)=N/OC(=O)C(C)c2ccc([N+](=O)[O-])cc2)cc1 (configuration not stated)
→ 0	-6	0	6	-15	20	nt	-7.5	-1	-7
#12 CCOc1ccc(N2Cc3ncccc3C2=O)cc1
→ -1	4	-8	1	-8	16	-5	-0.4	0	-1
#13 Cc1cc(-c2ccc(C)c(S(=O)(=O)N3CCN(c4ccccn4)CC3)c2)on1
→ -3	0	2	1	-5	3	-3	-0.3	1	-9
#14 CN1C(=O)C(=Cc2ccccc2Oc2ccc(Cl)c(F)c2)C(=O)N(C)C1=O
→ -6	0	14	-2	?	12	-9	-0.7	5	-9
#15 COc1ccc(NC(=O)CN2CCC(Cc3ccccc3)CC2)cc1S(=O)(=O)N1CCOCC1
→ -2	0	4	1	-8	3	3	-0.4	-4	-15
#16 Cc1ccc(-n2nnnc2SCC(=O)Nc2sc(C)c(C)c2C#N)cc1C
→ 4	3	-1	0	3	-5	-8	0.3	4	-2
#17 CC(=O)NC(C)(c1ccccc1)c1nc(-c2cccc(C#N)c2)cs1 (configuration not stated)
→ -2	4	-4	nt	-8	nt	nt	-0.5	nt	nt
#18 CC(=O)Nn1cnc2c(c1=O)C1(CCCCC1)Cc1ccccc1-2
→ 0	-5	4	12	-10	-13	-5	0.0	5	-7
#19 COc1ccc([N+](=O)[O-])cc1NS(=O)(=O)c1ccc(C(=O)N2CCCC2)cc1
→ 1	-6	14	2	-1	nt	3	-0.2	nt	-1
#20 CC1CC1C(=O)OCC(=O)Nc1ccc(N=Nc2ccccc2)cc1 (configuration not stated)
→ -3	-11	12	-4	-8	17	37	-0.1	2	-2
#21 O=C(Cc1ccccc1Cl)NNC(=O)Nc1ccccc1
→ -2	-1	-11	3	-7	-23	-3	-1.1	1	0
#22 CCOc1ccc(N(C)C(=O)CCc2nnc3ccc(N4CCCCC4)nn23)cc1
→ -3	5	9	3	3	31	3	-0.7	-7	1
#23 CSc1ccccc1OCc1cc(C(=O)N2CCc3c(Cl)cccc3C2)no1
→ 2	-8	6	-3	2	-4	-9	0.9	1	-22
#24 c1ccc(-c2noc(C34CC5CC(CC(C5)C3)C4)n2)cc1
→ -4	-2	-12	-2	-3	-8	-16	0.0	5	5
#25 O=c1[nH]c2ccc(S(=O)(=O)N3CCN(c4ccccc4F)CC3)cc2s1
→ -3	-6	-2	1	-5	1	-1	-0.7	4	-5
#26 CCOc1ccccc1NC(=O)c1ccc2c(O)c(S(=O)(=O)c3ccccc3)c(=O)[nH]c2c1
→ -1	2	2	4	-3	nt	nt	-0.1	nt	nt
#27 COc1ccc(NC(=O)c2ccc(NC(=O)COC(=O)CC(NC(=O)c3ccccc3Cl)c3ccccc3)cc2)cc1 (configuration not stated)
→ 2	1	16	-7	-2	37	-5	0.2	2	-61
#28 Cc1c(Cl)cccc1NC(=O)CCN1CCCC(C)C1 (configuration not stated)
→ -1	2	-17	1	6	22	3	-0.1	-2	-4
#29 CCCn1nc(NC(=O)COC)c2cc3cc(C)ccc3nc21
→ 1	nt	nt	-13	-7	6	-18	-2.5	5	nt
#30 COc1ccc(NS(=O)(=O)c2cc(NC(=O)c3cccc(OCc4c(C)noc4C)c3)ccc2OC)cc1
→ -5	-2	-7	-7	-10	1	21	-0.6	4	-104
#31 S=C(NCc1ccccc1Cl)Nc1ccccc1Cl
→ 1	-2	-7	0	0	-2	-24	0.0	3	8
#32 O=C(c1ccccc1)c1ccncc1
→ 10	-4	-7	-2	0	2	-23	0.3	3	-6
#33 CC(=O)Nc1ccccc1C(=O)C(=O)Nc1ccc(F)cc1
→ -3	11	3	0	1	16	-17	2.4	8	-3
#34 CCn1c(SCC(=O)Nc2nc(C)cs2)nnc1-c1ccco1
→ 0	1	9	3	7	2	8	-0.8	2	-4
#35 COc1ccc(NCCNc2ccc(OC)cc2)cc1
→ -21	-1	7	12	-35	19	55	0.0	4	-4
#36 CN1CCN(C(=O)COc2ccc(S(=O)(=O)Nc3ccc(F)cc3)cc2)CC1
→ -4	-4	2	2	6	29	5	-0.4	2	-12
#37 Cc1ccc(S(=O)(=O)N(C)C)cc1NC(=O)COC(=O)COc1ccccc1[N+](=O)[O-]
→ -7	6	4	-2	-4	26	-4	-1.1	-3	-5
#38 Cc1ccc(NC(=O)c2cccc(NC(=O)/C=C/c3ccco3)c2)cc1C
→ -2	4	14	-4	-5	9	22	-0.4	3	-102
#39 S=C(NCCc1ccccc1)NN=C1CCCCCC1
→ -4	5	3	-11	-6	30	5	-0.5	-4	-2
#40 COc1ccc2c(c1)C(NC(C)=O)CCc1cc(OC)c(OC)c(OC)c1-2 (configuration not stated)
→ 0	9	4	2	-7	nt	-13	-0.2	nt	nt
#41 Cc1cc2nc(C3CCCCC3)c(Cc3cccc(F)c3)n2c(C)c1Br
→ -3	-2	-2	nt	-5	nt	nt	0.4	nt	nt
#42 CCOC(=O)C1=CCN(S(=O)(=O)c2cccc(Cl)c2)C1c1cccc(C)c1 (configuration not stated)
→ -9	-1	-5	nt	0	nt	nt	0.4	nt	nt
#43 COc1cc(C(C(=O)NC(C)(C)C)N(C(=O)CNC(=O)c2cccs2)c2ccccc2)cc(OC)c1OC (configuration not stated)
→ -1	9	-14	-1	-5	2	-18	-0.1	-4	-11
#44 CCN(CC)S(=O)(=O)c1ccc(C(=O)N2CCN(C3=NS(=O)(=O)c4ccccc43)CC2)cc1
→ -2	-2	-7	8	2	12	-27	0.6	1	-9
#45 CCCCCCc1nnc(NC(=O)OCC)s1
→ 10	-1	10	3	2	8	-7	0.0	-1	4
#46 O=C(c1ccco1)N1CCN(c2ccc(Cl)cc2)CC1
→ 0	2	-2	4	-13	-2	-3	-0.6	-3	0
#47 COCc1c(C(=O)N2CCN(Cc3ccc(C#N)cc3)CC2)oc2ccccc12
→ 7	-4	19	2	-7	31	-9	-1.5	-1	1
#48 Cc1ccc(N(O)C(=O)OCCNC(=O)Nc2ccccc2)cc1
→ -3	1	2	5	-13	21	1	-1.3	-3	2
#49 Cc1cc(=O)oc2c(C)c(OCC(=O)NCCCN3CCOCC3)ccc12
→ -4	-3	16	4	-3	13	-4	0.4	-3	-6
#50 Cc1nnc(SCc2cc(=O)oc3cc(O)ccc23)n1Cc1ccccc1
→ 2	0	-8	5	2	0	-7	0.6	2	8
#51 COc1ccc(N(C)S(=O)(=O)c2ccc(C)cc2)c([N+](=O)[O-])c1
→ 2	0	-1	1	-9	25	1	-1.3	1	6
#52 NC(=O)C[C@@H]1NC(=O)CNC(=O)c2cc([N+](=O)[O-])cc(I)c2NCCC(C(N)=O)NC1=O (some centres not stated)
→ -6	-18	4	1	-12	-7	2	-0.2	9	8
#53 CCN(CC)CCN1C2=C(C(=O)CC(C)(C)C2)C(c2cccc(F)c2)C2=C1CC(C)(C)CC2=O
→ -1	-5	-55	4	7	26	-6	1.2	-1	2
#54 NC(=O)c1ccccc1N/C=C/C(=O)c1ccco1
→ -7	-1	-7	0	-4	2	nt	0.1	1	-5
#55 COCc1c(C(=O)OCC(=O)NCc2ccco2)oc2ccccc12
→ 2	1	-10	2	-10	nt	-9	-1.4	nt	-2
#56 CCNC(=S)N(CCCO)Cc1cc2cc3c(cc2[nH]c1=O)OCCO3
→ 19	7	-7	8	5	5	-8	-0.4	1	-8
#57 COC(=O)c1c(NC(=O)c2nc3ccccc3s2)sc2c1CCN(C(C)=O)C2
→ -12	nt	nt	4	-8	-13	4	0.1	2	-23
#58 Cc1ccc(NS(=O)(=O)c2cccc(C(=O)NC3CCN(Cc4ccccc4)CC3)c2)cc1
→ nt	-5	8	-4	nt	nt	8	nt	nt	nt
#59 O=C(CCC(=O)Nc1ccccc1)N/N=C/c1cccnc1
→ 1	0	-11	2	-6	6	nt	-3.0	-5	2
#60 Cc1nnc(NN)n(N)c1=O
→ -6	-4	-4	0	10	4	29	-1.0	-2	-7
#61 CC(C)c1ccc(-c2csc3ncnc(N4CCN(C)CC4)c23)cc1
→ 12	-1	-3	3	-5	2	-4	-4.0	3	5

This is a subset; rates above refer to the full screens.
